Bioassay records from PubChem.
N370S GC mod = qHTS Assay for Inhibitors and Activators of N370S glucocerebrosidase as a Potential Chaperone Treatment of Gaucher Disease; N370S GC spleen homogenate, 4MU-glucoside fluorescence; Potency, µM (series often up to 59.4 µM), without a hit: at the highest dose activity change, negative = inhibition, hits mostly inhibitors; 330,000 compounds, 0.092% hits; Lysosomal acid glucosylceramidase (Homo sapiens), P04062;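 also: 0% = full enzyme activity and -100% = no enzyme basal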
DT40 TDP1 CPT = qHTS for Inhibitors of human tyrosyl-DNA phosphodiesterase 1 (TDP1): qHTS in cells in presence of CPT; chicken DT40 Tdp1-/-;hTDP1 cells + 20 nM CPT, ATP luminescence, 48 h; Potency, µM (doses to about 46.2 µM), without a hit: at the top dose activity change, negative = growth inhibition, actives largely listed as inhibitors; 420,000 compounds, 12% hits; also: nearly all actives have a fitted effect of over 55% in size
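Chicken DT40 Tdp1-/- cells stably complemented with human TDP1 were seeded at 400 cells/well in medium containing 20 nM camptothecin, exposed to pin-transferred compounds, and grown at 37 °C for at least 48 hr. Viability was read as ATP luminescence.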
FEN1 inhibitor = qHTS Assay for the Inhibitors of Human Flap endonuclease 1 (FEN1). Recombinant FEN1 flap cleavage, fluorescence, 15 min. 390,000 compounds, 0.35% hits. Potency, µM (doses to about 114 µM), inactives show top-dose activity change, negative = inhibition, actives largely listed as inhibitors. P39748; also: nearly all actives have a fitted effect of over 65% in size
Target sequence (P39748 whole entry, looked up): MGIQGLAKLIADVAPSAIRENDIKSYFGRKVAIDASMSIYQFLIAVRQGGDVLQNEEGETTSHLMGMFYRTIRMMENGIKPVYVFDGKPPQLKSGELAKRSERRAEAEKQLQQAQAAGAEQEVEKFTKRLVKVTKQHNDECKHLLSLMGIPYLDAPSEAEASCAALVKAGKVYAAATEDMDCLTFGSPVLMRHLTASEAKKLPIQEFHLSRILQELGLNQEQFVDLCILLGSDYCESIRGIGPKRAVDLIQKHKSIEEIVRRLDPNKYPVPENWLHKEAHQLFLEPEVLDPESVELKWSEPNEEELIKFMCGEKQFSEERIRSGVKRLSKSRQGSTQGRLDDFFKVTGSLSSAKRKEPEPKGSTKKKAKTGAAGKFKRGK
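In this screen, 50 nM flap DNA substrate was added to 10 nM FEN1 pretreated with compound for 15 min at room temperature; cleavage was followed with reads at 0 and 15 min, and Hill fitting gave concentration–response parameters.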
* = called active by the depositor; ? = inconclusive; . = not tested or not shown; & = joins results of further samples; [ ] = dose if it differs, or a comment. Calls follow the shape of the dose curve; as a rule, active = well fitted curve in the direction sought with a large enough effect; inconclusive = small, poorly fitted or top-dose-only effect, or another doubt; inactive = no such curve, though single readings can be large; an effect the other way counts as inactive or inconclusive. Unless noted, % is scaled to controls: 0 for no effect and ±100 for the full control effect; potency is read from the fitted curve at half-maximal effect. A portion of the library, so the mix of outcomes need not match the whole.

SMILES	N370S GC mod	DT40 TDP1 CPT	FEN1 inhibitor
O=C(O/N=C1/CCSc2ccccc21)c1ccccc1	18%	10%	-14%
O=C(NCCO)/C(=C/c1cccc([N+](=O)[O-])c1)NC(=O)c1ccco1	-6%	4%	2%
O=C(Nc1ccc2nc(SCC(=O)N3CCCC3)sc2c1)c1ccc(Br)cc1	.	-30%	19%
COC(=O)c1ccc2nc(C)c(C)nc2c1	6%	5%	1%
CC(=O)n1nc(-c2ccco2)nc1N	4%	-1%	8%
CCn1c2ccccc2c2nnc(SCC(=O)N3CC(C)OC(C)C3)nc21 (stereo unspecified)	4%	?	13%
CC(=O)c1ccc(NC(=O)CCNC(=O)c2ccccc2Cl)cc1	-2%	15%	9%
Cn1c(=O)c(-c2ccccc2N)nc2ccccc21	-15%	-33%	2%
CC(=O)N(C)c1ccc(NC(=O)Nc2ccc(Cl)cc2)cc1	.	?	7%
O=C(c1ccccc1)N1CCN(c2ccc(Cl)cc2)CC1	-1%	?	4%
CCNc1ccc(S(N)(=O)=O)cc1[N+](=O)[O-]	1%	-23%	-2%
COc1ncc2nc(-c3ccc(F)cc3)c(=O)n(C[C@H]3CCCO3)c2n1	10%	7%	.
Cn1nnnc1SC(C(=O)Nc1ccc(F)cc1)c1ccccc1 (stereo unspecified)	14%	13%	-8%
COc1ccc(CNC(=O)CCNS(=O)(=O)c2cc(Br)cnc2N)cc1	-5%	21µM*	?
COc1ccccc1N(CC1CO1)S(=O)(=O)c1ccc(C)cc1 (stereo unspecified)	1%	?	-2%
Cc1ccc(NC(=O)N2CCCc3ccccc32)cc1C	3%	-30%	-1%
COc1ccc(Br)cc1S(=O)(=O)N1CCCC1	2%	9.2µM*	-1%
CSc1sc(C(=O)N2CCCCC2)c(-c2cccs2)c1C#N	10%	4%	4%
CN(CCCNC(=O)Cn1c(=O)c2cccn2c2ccccc21)Cc1ccccc1	1%	-11%	-3%
COc1ccc(OC)c(Nc2nc(NCc3ccco3)nc(N)c2[N+](=O)[O-])c1	10%	-6%	5%
CC(=O)c1c(C)[nH]c(C(=O)OCC(=O)Nc2cc(C)on2)c1C	9%	-24%	-5%
Cc1ccccc1C(=O)Nc1nnc(S(=O)(=O)N(C)Cc2ccccc2)s1	.	1%	10%
COc1cc(NC(=O)Cc2ccc(OC)c(S(=O)(=O)N3CCOCC3)c2)c(OC)cc1Cl	-7%	?	-11%
CC(CC(=O)N1CCN(S(=O)(=O)c2ccccc2)CC1)n1cncn1 (stereo unspecified)	-7%	-13%	-9%

Laid out differently: entries from further up
CSc1sc(C(=O)N2CCCCC2)c(-c2cccs2)c1C#N
  N370S GC mod = 10%
  DT40 TDP1 CPT = 4%
  FEN1 inhibitor = 4%

Cc1ccc(NC(=O)N2CCCc3ccccc32)cc1C
  N370S GC mod = 3%
  DT40 TDP1 CPT = -30%
  FEN1 inhibitor = -1%

Cn1nnnc1SC(C(=O)Nc1ccc(F)cc1)c1ccccc1 (stereo unspecified)
  N370S GC mod = 14%
  DT40 TDP1 CPT = 13%
  FEN1 inhibitor = -8%

COc1ccccc1N(CC1CO1)S(=O)(=O)c1ccc(C)cc1 (stereo unspecified)
  N370S GC mod = 1%
  DT40 TDP1 CPT = ?
  FEN1 inhibitor = -2%

Later entries.
SMILES	N370S GC mod	DT40 TDP1 CPT	FEN1 inhibitor
Cc1nn(CCCC(=O)NCc2ccc(F)cc2)c(C)c1[N+](=O)[O-]	-3%	-14%	7%
Cc1cc(OCC(O)CN2CCOCC2)cc(C)c1Cl (stereo unspecified)	-7%	-8%	7%
COCCNC(=O)NC(=O)COC(=O)c1cccn1C	-12%	11%	-9%
COc1ccc(NC(=O)c2ccc(OCc3c(C)noc3C)c(OC)c2)cn1	-11%	-23%	-3%
Cc1ccc(C)c(N2CCN(C(=O)C3CCC(CNS(=O)(=O)c4cccs4)CC3)CC2)c1 (stereo unspecified)	.	?	-18%
CCC(C)C(NC(=O)OC(C)(C)C)C(=O)NC(C)C(N)=O (stereo unspecified)	2%	-4%	3%
O=C1C2C3C=CC(C4CC34)C2C(=O)N1/N=C/c1cccs1 (stereo unspecified)	8%	-18%	-6%
COc1ccc(NC(=O)C2CCC(CNS(=O)(=O)c3csc(C(N)=O)c3)CC2)cc1 (stereo unspecified)	.	?	16%
O=C(N/N=C/c1ccc(OC(=O)c2ccco2)cc1)c1ccncc1	-3%	-8%	-1%
O=C(c1cc(S(=O)(=O)N2CCCC2)c(Cl)cc1Cl)N1CCCC1	-3%	0%	0%
CCOc1ccc(CCNC(=O)Cn2nc(C)c3c(C)n(-c4ccccc4)nc3c2=O)cc1OCC	-1%	?	-7%&-3%
CCN(CC)c1ccc(NC(=O)C2CC(=O)N(Cc3ccccc3)C2)cc1 (stereo unspecified)	6%	?	-6%
CCOc1cccc2sc(N3CCN(C(=O)c4ccc5ncsc5c4)CC3)nc12	-9%	?	-4%
C=C1CCN(C(Cc2ccccc2)C(=O)O)S(=O)(=O)c2ccccc21 (stereo unspecified)	-10%	.	-2%
Cc1ccccc1OCCN1C(=O)NC2(CCc3ccccc32)C1=O (stereo unspecified)	-1%	-8%	-17%
CC1C(=O)C(C)C(c2cc(Br)ccc2O)NC1c1cc(Br)ccc1O (stereo unspecified)	.	-26%	-16%
Cc1csc2ncnc(N3CCN(S(=O)(=O)c4cccc(C(F)(F)F)c4)CC3)c12	-4%	9.2µM*	-14%
Cc1ccc(Nc2nnc(SCC(=O)Nc3cc(C(=O)O)ccc3C)s2)c(C)c1	11%	-23%	6%
CCOc1ccc(Cc2nn[nH]n2)cc1	3%	-4%	-7%
CC(=O)NC(CCS(C)(=O)=O)C(=O)Nc1c(C)cccc1C (stereo unspecified)	2%	3%	-23%
CC(C(=O)NC(=O)NC1CCCCC1)N1CCN(c2ccc(O)cc2)CC1 (stereo unspecified)	.	?	-5%
CN1CCN(c2c([N+](=O)[O-])cnc3ccccc23)CC1	.	5%	6%
O=C(CN1CC(=O)Oc2ccccc21)OCC(=O)c1cccc(Br)c1	-18%	-26%	5%
COc1cc(OC)cc(C(=O)NNC(=O)CNC(=O)c2cccs2)c1	.	12%	-7%
CN(C)c1ccc([C@@H]2[C@@H]([N+](=O)[O-])[C@H]3C=Cc4ccccc4N3[C@H]2C(=O)c2ccc(Cl)cc2)cc1	-4%	6.5µM*	-12%
O=C(Oc1ccc2c(c1)CCC2)N1CCOCC1	1%	13%	8%
CCC1=C(c2ccc(OC)cc2)CCC(C(=O)O)C1C (stereo unspecified)	.	-10%	20%
O=C(c1cccs1)N1CCC(c2nc3c(nnn3Cc3c(Cl)cccc3Cl)c(=O)[nH]2)CC1	0%	-22%	-15%
O=C(Nc1ccc2c(c1)CCCN2C(=O)c1ccco1)c1cc([N+](=O)[O-])ccc1Cl	-12%	?	-7%
O=C(Nc1ccccc1N1CCOCC1)c1cccnc1Cl	-3%	10%	6%
CC(=O)c1c(C)[nH]c(C(=O)OCc2ccc(F)cc2Cl)c1C	13%	15µM*	8%
O=C(CSc1nccn1-c1ccc(F)cc1)Nc1ccc2c(c1)OCO2	13%	-26%	5%
COc1cc2c(cc1OC)C(C(=O)Nc1ccc3c(c1)OCCO3)C1c3ccccc3CCN1C2=O (stereo unspecified)	.	?	6%
CC(C)(CO)Nc1nc(Nc2ccccc2)nc(Nc2ccccc2)n1	?	?	-13%
Cc1ccc(OCC(=O)Oc2ccc(C(C)C)cc2)cc1	-4%	29%	5%
CC1CCN(S(=O)(=O)c2ccc3nc(-c4ccccn4)cc(C(=O)NCCN(C)Cc4ccccc4)c3c2)CC1	1%	7.3µM*	-6%

Three compounds already listed, ordered by heavy-atom count, lowest first.
SMILES	N370S GC mod	DT40 TDP1 CPT	FEN1 inhibitor
CCC1=C(c2ccc(OC)cc2)CCC(C(=O)O)C1C (stereo unspecified)	.	-10%	20%
CC(=O)c1c(C)[nH]c(C(=O)OCc2ccc(F)cc2Cl)c1C	13%	15µM*	8%
O=C(CSc1nccn1-c1ccc(F)cc1)Nc1ccc2c(c1)OCO2	13%	-26%	5%

Other entries:
SMILES	N370S GC mod	DT40 TDP1 CPT	FEN1 inhibitor
COc1cccc(CNC(=O)CCC2CCCN(Cc3cc4ccccc4o3)C2)c1 (stereo unspecified)	-6%	18µM*	-13%
COCCC(=O)N1CCC(Oc2ccc(C(=O)N3CCCCC3CCO)cc2)CC1 (stereo unspecified)	4%	4%	5%
O=C(CSc1nnc(NC(=O)c2ccccc2F)s1)NCc1ccc(F)cc1	-14%	-18%	20%
Cc1cc2c(cc1S(=O)(=O)N(C)C1CCCCC1)OCC(=O)N2	-5%	?	-3%
CCC(=O)Nc1nc2c(c(=O)[nH]1)CCCC2	-6%	-15%	8%
Cc1cccc(NC(=O)c2ccc3c(c2)C(=O)N(c2ccccc2C)C3=O)n1	-26%	-2%	5%
O=C(CSC1CC(=O)N(c2ccc(C(=O)O)cc2)C1=O)Nc1ccc(Cl)cc1 (stereo unspecified)	3%	?	-13%
Cc1onc(-c2ccccc2Cl)c1C(=O)OCc1nnc(-c2ccccc2)o1	-12%	18µM*	-2%
CC(=O)OCC#CCSc1nc2ccccc2n1C	-13%	-13%	-5%
CCCCSCCCNC(=O)c1ccc(CS(=O)(=O)c2ccccc2OC)o1	1%	?	-3%
Cc1cc(NC(=O)c2ccc([N+](=O)[O-])cc2)n(C)n1	4%	1%	2%
CCC(C)Sc1ccc([C@H]2N[C@@](Cc3ccccc3)(C(=O)OC)[C@H]3C(=O)N(C)C(=O)[C@@H]23)cc1 (stereo partly specified)	-3%	?	?
COC(=O)c1cn(Cc2cccnc2)c(=O)c2ccccc12	-3%	8%	-2%
Cc1cc(C)cc(C(=O)Nc2nc3ccccc3[nH]2)c1	-7%	?	-16%
Cc1ccc(C(=O)COC(=O)c2ccco2)cc1C	-16%	13%	-9%
CCC(C(=O)OCC(=O)NC(=O)c1ccccc1)c1ccccc1 (stereo unspecified)	-16%	-8%	-5%
CCOC(=O)c1c(NC(=O)CN2C(=O)NC3(CCC(C)CC3)C2=O)sc(C)c1-c1ccc(C)cc1 (stereo unspecified)	4%	21µM*	7%
CN(C)S(=O)(=O)c1ccc(NC(=O)c2ccc([N+](=O)[O-])cc2)cc1	-5%	0%	3%
Fc1ccc(C2CC(c3ccccc3)Nc3ncnn32)cc1 (stereo unspecified)	-6%	?	5%
CCC1(c2ccccc2)NC(=O)N(CC(=O)N(C)CC(=O)Nc2cccc(OC)c2)C1=O (stereo unspecified)	0%	-29%	-10%
COc1ccc(CCNC(=O)Cn2c(=O)cnc3ccccc32)cc1	-4%	?	8%
CCOC(=O)c1c(CSc2nc(C)cc(C)c2C#N)n(C)c2cc(Br)c(OC(C)=O)cc12	14%	?	6%
C/C(=N\NC(=O)C(O)c1ccccc1)c1ccc(Br)s1 (stereo unspecified)	-2%	-8%	3%
O=C(Nc1ccc(-n2cnnn2)cc1)c1cccc(S(=O)(=O)N2CCCC2)c1	.	-3%	-15%
Cc1ccc(C(=O)n2nc(-n3cccc3)c3c(C)cc(C)nc32)cc1	-4%	-13%	-4%
Nc1cccc2nc3ccccc3cc12	?	6.5µM*	-2%
CC12CCC(C(=O)Nc3cccnc3)(CC1=O)C2(C)C (stereo unspecified)	-1%	2%	9%
CN(C)/C=C(/C(=O)c1ccc(Cl)cc1)S(=O)(=O)c1ccccc1	-2%	3%	-8%
CC[n+]1c(-c2ccc(C)cc2)csc1Nc1c(C)n(C)n(-c2ccccc2)c1=O	-2%	15µM*	11%
O=C1NCCN1Cc1ccccc1F	1%	-4%	5%
COc1ccc(NC(=O)CCCc2c[nH]c3ccccc23)cc1OC	-8%	34%[activator]	17%
OCCn1c(SC2CCCCC2)nc2ccccc21	9%	-21%	5%
Cc1ccc(SCCNC(=O)c2ccc([N+](=O)[O-])c(C)c2)cc1	-1%	-12%	-1%
COC(=O)CN1C(=O)Nc2ccc(Br)cc2C1c1ccccc1Cl (stereo unspecified)	17%	?	8%
O=C(NN=C1CCCC1)c1cccc(Br)c1	6%	-4%	21%
CCC(O)(c1ccc(OC)cc1)C(CN1CCOCC1)c1ccccc1 (stereo unspecified)	-1%	?	-4%
CC(=O)c1cccc(NC(=O)CSCc2ccccc2)c1	6%	?	-10%
COc1ccccc1OCC(=O)NNC(=O)c1ccc2c(=O)n3c(nc2c1)CCC3	-10%	13%	-2%
COC(C[C@H](O)[C@@H](C)[C@@H](O)COCc1ccccc1)OC	-8%	-6%	-3%
Cc1cc(N2C(=O)C(O)=C(C(=O)c3ccco3)C2c2ccc(Cl)cc2)no1 (stereo unspecified)	-3%	?	5%
CCOc1ccc(CNC(=O)c2ccc(NC(=O)N3CCCCc4ccccc43)cc2)cc1	.	?	5%
CC(C)c1ccc(N(CC(=O)NC(C)(C)C)C(=O)CCC(=O)Nc2nccs2)cc1	-5%	-23%	5%
COc1ccc(N2CCN(c3ccc(N)cc3C#N)CC2)cc1	-7%	-9%	9%
COc1cc(C(=O)NCCSc2c(C)[nH]c3ccccc23)cc(OC)c1OC	.	?	-17%
